MIN6 prolif – inducers of beta-cell replication in MIN6 cells | 330,000 tested, 0.29% active | MIN6 cells proliferation, ATPlite luminescence, 48 h; cells starved in 0.2% serum; 100% = growth in 10% serum | proliferation, % at 10 µM;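 active = compounds whose signal lies at least 3.5 SD above the mean of all wells on their plate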;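 note: 0% = DMSO-treated cells in low-serum medium and 100% = 10% serum control; some compounds called inactive have numbers as strong as hits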
UBC13 inh – blocks human UBC13 polyubiquitin chain formation | TR-FRET | inhibition, % at 20 µM | 330,000 tested, 0.47% active; in the data active = inhibition above about 45%, passing the limit was not always enough
Target sequence (P61088 whole entry, looked up): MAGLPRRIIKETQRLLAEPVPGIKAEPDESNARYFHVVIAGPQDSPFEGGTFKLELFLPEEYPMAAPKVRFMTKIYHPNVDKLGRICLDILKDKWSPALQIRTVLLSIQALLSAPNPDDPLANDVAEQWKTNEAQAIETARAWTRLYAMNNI
PfG6PD inh – PfG6PD (Plasmodium falciparum) enzyme inhibition; 350,000 tested, 0.78% active; inhibition, % at 20 µM; PfGluPho enzyme, NADPH resazurin-diaphorase fluorescence;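 active = inhibition reaching at least a set limit at 20 µM in the primary screen, cut at about 59% in these data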;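 note: 0% = DMSO wells with substrate and 100% = DMSO wells lacking glucose-6-phosphate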
SENP6 block – blocks the human protease SENP6; Recombinant SENP6 catalytic domain, aminoluciferin luminescence; inhibition, % at 10 µM; 330,000 tested, 1.8% active; AID 2599;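 active = inhibition above about 50% at the single tested dose, limit read from the data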;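 note: plate controls were DMSO wells with enzyme for no effect and DMSO wells lacking enzyme for full effect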
SENP8 block-1 – blocks the human protease SENP8. Q96LD8. purified SENP8, Z-RLRGG-aminoluciferin cleavage, luminescence. inhibition, % at 10 µM. 330,000 tested, 1.2% active. AID 2540; in the data active = inhibition above about 50%
Target sequence (Q96LD8 whole entry, looked up): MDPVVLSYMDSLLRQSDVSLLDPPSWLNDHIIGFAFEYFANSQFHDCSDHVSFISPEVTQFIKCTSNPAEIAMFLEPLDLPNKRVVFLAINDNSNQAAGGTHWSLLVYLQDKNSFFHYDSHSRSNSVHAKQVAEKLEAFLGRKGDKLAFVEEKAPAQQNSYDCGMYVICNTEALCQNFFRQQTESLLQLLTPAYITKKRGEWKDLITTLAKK
HKDC1 inhibitor – inhibitors of human hexokinase HKDC1; Q2TB90; recombinant HKDC1, G6PDH/diaphorase resazurin coupled fluorescence; inhibition, % at 20 µM; 340,000 tested, 0.16% active; AID 493160;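 active = inhibition above about 35% when tested at 20 µM, limit read from the data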;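 note: plate controls were DMSO wells with enzyme for no effect and DMSO wells lacking enzyme for full effect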
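Assay system: in-house recombinant HK5 (HKDC1) enzyme. Input: HKDC1 at 5 µg/mL. Medium: Tris pH 8.0 buffer with MgCl2, Tween-20, BSA, BME. Dosing: single 20 µM dose. Schedule: 90 min reaction incubation at room temperature, dark. Signal: resazurin-to-resorufin fluorescence via G6PDH and diaphorase coupling, 525/613 nm. Controls: DMSO-enzyme wells negative, buffer-substituted wells positive.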
SENP7 inh – blocks the human protease SENP7; 330,000 tested, 1.5% active; inhibition, % at 5 µM; recombinant SENP7, Z-RLRGG-aminoluciferin luminescence, 40 min; AID 434973; Q9BQF6;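 active = inhibition above about 50% at the single test dose, limit read from the data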;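 note: plate controls were DMSO with enzyme for no effect and no enzyme buffer wells for full effect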
Target sequence (Q9BQF6 706-1050 limits assumed): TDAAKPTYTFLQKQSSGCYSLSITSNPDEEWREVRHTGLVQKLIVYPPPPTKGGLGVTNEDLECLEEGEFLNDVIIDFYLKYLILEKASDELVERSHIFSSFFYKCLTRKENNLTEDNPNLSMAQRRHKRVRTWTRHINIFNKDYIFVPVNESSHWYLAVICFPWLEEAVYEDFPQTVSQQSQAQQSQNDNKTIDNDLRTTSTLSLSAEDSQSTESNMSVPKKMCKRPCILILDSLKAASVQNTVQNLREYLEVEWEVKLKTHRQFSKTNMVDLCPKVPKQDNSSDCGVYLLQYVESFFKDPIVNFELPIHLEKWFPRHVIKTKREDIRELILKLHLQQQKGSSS
SENP8 block-2 – SENP8 (human) protease inhibition; Q96LD8; recombinant SENP8, Nedd8 substrate fluorescence; inhibition, % at 20 µM; 360,000 tested, 0.64% active; AID 602440; in the data active = inhibition mostly above about 40%, no sharp cut-off; inactive = mostly below about 27%
SENP1 inh – blocks the human SENP1 SUMO protease catalytic domain; Q9P0U3; recombinant SENP1 catalytic domain, CyPet-SUMO1-YPet FRET cleavage; inhibition, % at 10 µM; 360,000 tested, 0.21% active;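 active = inhibition at least 30% at 10 µM, raw YFP signal under a set limit, fluorescence ratio 0.5 to 1.5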;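 note: 0% = enzyme with DMSO and 100% = no enzyme wells; some results filed as inactive read as strong as hits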
Target sequence (Q9P0U3 419-644 limits assumed): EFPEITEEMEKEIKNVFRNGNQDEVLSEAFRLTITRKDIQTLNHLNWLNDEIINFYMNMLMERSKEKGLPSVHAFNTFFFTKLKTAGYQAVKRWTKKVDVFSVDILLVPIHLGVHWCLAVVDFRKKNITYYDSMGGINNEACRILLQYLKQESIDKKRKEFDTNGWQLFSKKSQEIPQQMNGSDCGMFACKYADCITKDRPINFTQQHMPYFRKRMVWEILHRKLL
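Assay system – human recombinant His6-tagged SENP1 catalytic domain enzyme · Input – SENP1 enzyme, 20 pM final · Buffer or medium – Tris pH 8 buffer plus EDTA, NaCl, BME, BSA, NP40, catalase · Schedule – 50 min reaction at room temperature · Technique – FRET read of cyan and yellow fluorescence · Control set – no-enzyme wells low, DMSO-plus-enzyme wells high control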
The depositor's hits bear a star; x = not tested or not shown.

Every second line gives: MIN6 prolif, UBC13 inh, PfG6PD inh, SENP6 block, SENP8 block-1, HKDC1 inhibitor, SENP7 inh, SENP8 block-2, SENP1 inh
O=C1CC(c2ccccc2)C(C(=O)Nc2ccccc2F)N1 (stereo not drawn)
→ 3, 5, 6, -10, -6, -7, -10, 10, 0
O=C(C1CCN(C2CC(=O)N(c3ccc(F)cc3)C2=O)CC1)N1CCOCC1 (stereo not drawn)
→ -1, 0, 11, -1, 4, -8, 1, 26, 1
O=C(NCCc1c[nH]c2ccccc12)/C(=C/c1cccnc1)NC(=O)c1ccco1
→ 0, -6, -3, -14, -6, -13, 1, 4, 0
Cc1nc2ccccn2c1C(=O)NCc1ccc2c(c1)OCO2
→ 2, -14, 10, -7, -9, -7, 6, 5, 1
COC(=O)c1c(NC(=O)C(C)C)sc2c1C(C(=O)OC)CC2 (stereo not drawn)
→ 0, 2, 0, -3, 2, 2, 2, -55, -3
COc1ccc(C(=O)Nc2cccc(C(=O)N3CCCC3)c2)cc1
→ -2, -1, 6, -9, 0, -13, -2, 23, 1
COc1cc(/C=N/N(C)C)cc(Br)c1O
→ -3, -7, 11, -15, -5, 14, -11, 22, 1
COc1cccc2c1OCC(C(=O)OCc1cccnc1)=C2
→ 0, -4, 17, -3, -9, -3, -3, -7, 1
CCN(c1cccc(C)c1)c1ncnc2nc[nH]c12
→ 1, -8, 15, -14, -9, -5, -8, 1, 2
CC1=N/C(=C/c2cccnc2)C(=O)O1
→ -1, 1, 6, -27, 4, -8, -5, 11, -2
Fc1ccc(CNc2ncnc3cc(Cl)ccc23)cc1
→ -1, 2, -6, -16, 0, -1, 0, -35, -6
CCCCn1nnc(NC(=O)c2ccc(-c3ccccc3[N+](=O)[O-])o2)n1
→ 3, 3, 8, 12, 0, -7, 10, 3, 0
Cc1ccc(NC(=O)C2C(C(=O)O)C3C=CC2C32CC2)cc1 (stereo not drawn)
→ -4, -8, -16, 2, 0, -2, 3, 17, 2
COC(=O)c1ccc(CN=C(NS(=O)(=O)c2ccccc2)c2ccccc2)cc1
→ -4, 10, -4, -2, 2, 0, 2, 9, 3
Cc1nc(NCCc2cnc[nH]2)c2oc3ccccc3c2n1
→ 1, 8, -1, -4, 6, -9, 0, 4, -1
CC(NS(=O)(=O)c1ccc(Cl)cc1)C(=O)Nc1ccc2c(c1)OCCO2 (stereo not drawn)
→ 0, 2, -13, 7, 0, -5, 6, -1, 1
CCCOc1ccccc1OCC(=O)Nc1ccc(S(=O)(=O)N2CCCC2)cc1
→ 4, 3, 8, -9, 4, 3, -5, -28, 1
COc1ccc(-c2csc(NC(=O)CN3C(=O)NC4(CCCC4)C3=O)n2)cc1
→ -5, -2, -14, -2, -5, 0, 15, 5, 1
Cc1ccc(CNC(=O)C2CCCN(S(=O)(=O)c3ccc(F)cc3)C2)cc1 (stereo not drawn)
→ -1, 1, -4, -22, -8, -4, 10, 12, 2
O=C(Cc1ccccc1Cl)NCc1cccnc1
→ -2, -6, 0, -16, -7, -4, -8, 14, 0
Nc1ccc2c(c1)Cc1cc(N)c(Cl)cc1-2
→ x, x, 24, x, x, 2, x, -120, -6
CCCC(=O)Nc1nc(-c2ccc(Cl)s2)cs1
→ -4, -13, 12, -32, -13, -10, -5, 5, 3
COc1ccccc1S(=O)(=O)CC(O)COc1ccc(F)cc1Cl (stereo not drawn)
→ -1, 6, 12, -16, 2, -11, 2, 23, 1
CCOC(=O)c1c[nH]c2c(C)ccc(Cl)c2c1=O
→ -1, 6, 6, 2, 7, -14, 1, 12, 2
COc1ccccc1C(=O)Nc1ccc(C(=O)c2ccccc2)cc1
→ 7, 22, 49, 13, 1, -2, 5, 7, 5
C[C@H](NC(=O)c1nc[nH]c1C(=O)N[C@@H](CCCCN)C(=O)OC(C)(C)C)C(=O)OCc1ccccc1
→ 2, 31, 9, -7, -1, -2, 3, 12, -2
CCOc1ccccc1NC(=O)c1nc[nH]c1C(=O)Nc1ccccc1OCC
→ -4, -2, 31, -32, -7, 3, -7, -236, 1
CCc1ccc(N(C(=O)CNC(=O)c2cccs2)C(C(=O)NC(C)(C)C)c2cc(OC)c(OC)c(OC)c2)cc1 (stereo not drawn)
→ -4, 6, 19, 13, 0, -4, -4, 14, 1
CCCCN1C[C@H](C)[C@@H](CC(=O)NCc2ccccc2)C1=O
→ -3, 0, 13, -3, 1, -7, -7, 12, 0
COc1ccccc1OCC(=O)Nc1ccc(S(=O)(=O)Nc2cc(C)on2)cc1
→ -3, -7, -13, -10, -3, -3, -3, 0, -1
CCOc1cc(N2CCOCC2)c(OCC)cc1NC(=O)Cc1cccc(OC)c1
→ -3, -13, 25, -8, -9, 7, 16, 2, 1
CC(C)(/C=N/O)/[N+]([O-])=C/c1ccco1
→ -1, -4, 0, -6, -6, 1, 14, 14, -5
CC(C)OP(=O)(CCP(=O)(OC(C)C)OC(C)C)OC(C)C
→ 1, -6, -13, -7, 1, 0, 0, 8, 0
CCOC(=O)c1cc2sccc2n1Cc1ccccc1
→ -3, 3, -4, -13, -5, -1, -7, 4, 0
O=C1/C(=C\c2ccc(-c3ccccc3[N+](=O)[O-])o2)C(c2ccccc2)=NN1c1ccccc1
→ -5, -39, 16, 58*, 4, 42*, 11, 36, 2
COc1ccc(-c2cc(C(=O)N3CCCC3)no2)cc1OC
→ -1, -13, 10, 2, -4, -4, -2, -8, 0
O=C(Cn1ccc(NC(=O)OCc2ccccc2)nc1=O)NCc1nc2ccccc2[nH]1
→ -4, -3, -6, 8, 6, -4, 2, 13, 1
CC(=O)N(C(C)=O)n1c(/C=C/c2cccc([N+](=O)[O-])c2)nc2ccccc2c1=O
→ -6, -17, 10, 12, 4, 7, 1, 10, -2
Cc1ccc(NC(=O)CN2CCN(C(=O)c3ccco3)CC2)cc1S(=O)(=O)N(C)C
→ x, x, 11, x, x, -3, x, 5, -2
COc1ccc(C2=NN(C(=O)CN3CCCCC3)C(c3ccc(OC)cc3)C2)cc1 (stereo not drawn)
→ 0, 5, 13, -11, -15, -8, 5, 0, -4
O=C(/C=C/c1ccc(Cl)cc1)N1CCN(c2ccc([N+](=O)[O-])c(N3CCOCC3)c2)CC1
→ x, x, 29, x, x, -3, x, 24, 3
COc1cc(C(=O)N/N=C/c2cn(Cc3ccccc3)c3ccccc23)ccc1O
→ -3, 0, 3, -13, -2, -3, 1, -141, 0
COC(=O)C(C)Oc1cc(OC(C)C(=O)OC)c2c(C)c(Cl)c(=O)oc2c1 (stereo not drawn)
→ -1, 11, 15, 3, -10, -2, -8, -409, 1
CC(C)CCN(C(=O)c1cc(=O)[nH]c2ccccc12)c1c(N)n(Cc2ccccc2)c(=O)[nH]c1=O
→ 5, 2, 7, -2, -1, -2, 1, -24, -12
CCOc1ccc(-c2nn[nH]n2)cc1
→ 1, 4, -13, -6, -5, -2, 13, 13, 2
Nc1nc2ccccc2nc1N
→ 2, -2, -8, -3, 0, -7, 6, -305, -4
Cc1cnc2c(C(=O)O)cnn2c1
→ -2, -1, -4, -6, 4, -12, -4, -5, 2
CCCOc1ccc(-c2nn(-c3ccccc3)cc2/C=C2\SC(=S)N(C3CCS(=O)(=O)C3)C2=O)cc1 (stereo not drawn)
→ 1, -30, -26, -74, -2, -1, -4, 15, -16
O=C(/C=C/c1cc([N+](=O)[O-])ccc1OC(F)F)Nc1cccc([N+](=O)[O-])c1
→ -4, 14, 5, -16, -4, -7, -8, 27, 2
CC1CC(=O)N(CC(=O)Nc2cccc(F)c2)c2ccccc2S1(=O)=O (stereo not drawn)
→ -2, -5, -8, -15, 3, 3, 11, 6, 0
COCCn1c(-c2ccccc2F)n[nH]c1=S
→ -3, 5, 14, -2, 2, -7, 5, 9, -1
CCc1nc(SCc2ccc(Br)cc2)n[nH]1
→ -4, 4, 51, 3, -2, -3, 5, 10, -2
CCN=C(NCC)SC1CC(=O)N(CCc2ccccc2)C1=O (stereo not drawn)
→ 0, -1, -4, -18, -2, -1, -3, 14, 2
Cc1ccccc1NS(=O)(=O)c1cc(C(=O)N2CCCC2)ccc1Cl
→ -2, 2, -1, -7, 8, -2, 6, 10, -2
COc1cc(Cn2c(-c3nonc3N)nc3ccccc32)ccc1C
→ -2, -6, -7, -12, -1, 3, 2, 21, -3
COc1cc(F)ccc1S(=O)(=O)n1c(C)nc2ccccc21
→ -5, 0, 14, -11, -4, -4, 11, 13, 2
O=C(O)c1ccc(-n2cccc2/C=C2/NC(=O)N(c3ccccc3)C2=O)cc1
→ 0, 1, -3, -22, -16, 9, -2, -115, -21
Cc1ccc(C(=O)N2C(=O)C(c3ccccc3)Oc3ccccc32)cc1 (stereo not drawn)
→ -4, 1, -17, -10, -5, 6, 3, 34, 3
CC(C)C(=O)N1CCN(c2ccc(NC(=O)c3ccc4c(c3)OCCO4)cc2)CC1
→ -1, 20, 5, -8, -2, 10, 1, 8, -1

A run of entries from further up:
Every second line gives: MIN6 prolif, UBC13 inh, PfG6PD inh, SENP6 block, SENP8 block-1, HKDC1 inhibitor, SENP7 inh, SENP8 block-2, SENP1 inh
Nc1nc2ccccc2nc1N
→ 2, -2, -8, -3, 0, -7, 6, -305, -4
Cc1cnc2c(C(=O)O)cnn2c1
→ -2, -1, -4, -6, 4, -12, -4, -5, 2
CCCOc1ccc(-c2nn(-c3ccccc3)cc2/C=C2\SC(=S)N(C3CCS(=O)(=O)C3)C2=O)cc1 (stereo not drawn)
→ 1, -30, -26, -74, -2, -1, -4, 15, -16
O=C(/C=C/c1cc([N+](=O)[O-])ccc1OC(F)F)Nc1cccc([N+](=O)[O-])c1
→ -4, 14, 5, -16, -4, -7, -8, 27, 2
CC1CC(=O)N(CC(=O)Nc2cccc(F)c2)c2ccccc2S1(=O)=O (stereo not drawn)
→ -2, -5, -8, -15, 3, 3, 11, 6, 0

Screening results from PubChem.
